Source: PubChem (several laboratories)
CHRM5 antagonist: blocks acetylcholine activation of human M5 receptor. CHO-hM5 cells, Fluo-8 calcium fluorescence, ACh EC80. AID 624040. inhibition, % at 3 µM. 360,000 tested, 0.59% active. P08912;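 active means inhibition above a per-plate cutoff, the mean of that plate's test compounds plus 3 SD, cut at about 27% in these data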;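 further: 0% = acetylcholine EC80 with DMSO and 100% = DMSO without agonist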
Target sequence (P08912 whole entry, looked up): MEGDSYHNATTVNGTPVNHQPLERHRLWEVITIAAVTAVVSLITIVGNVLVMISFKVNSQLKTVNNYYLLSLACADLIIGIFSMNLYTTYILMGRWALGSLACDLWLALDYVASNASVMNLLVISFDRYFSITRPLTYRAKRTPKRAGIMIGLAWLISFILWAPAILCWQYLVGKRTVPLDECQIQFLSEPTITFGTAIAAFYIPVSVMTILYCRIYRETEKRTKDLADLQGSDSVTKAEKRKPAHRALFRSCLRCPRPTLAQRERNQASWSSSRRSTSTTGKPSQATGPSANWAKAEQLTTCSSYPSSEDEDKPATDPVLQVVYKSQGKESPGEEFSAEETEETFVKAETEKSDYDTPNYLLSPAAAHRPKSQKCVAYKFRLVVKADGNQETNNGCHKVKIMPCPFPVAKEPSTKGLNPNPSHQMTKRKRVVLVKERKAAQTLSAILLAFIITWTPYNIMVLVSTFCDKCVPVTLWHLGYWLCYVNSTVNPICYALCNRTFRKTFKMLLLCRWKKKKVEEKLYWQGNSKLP
TAAR1 antag: human TAAR1 antagonism | CHO RD-HGA16 TAAR1, Fluo-8 calcium fluorescence, antagonist | AID 624466 | Q96RJ0 | inhibition, % at 3 µM | 360,000 tested, 1.5% active;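 active means inhibition above a per-plate cutoff, the mean inhibition of test compounds on that plate plus 3 SD, cut at about 49% in these data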;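 further: 0% = DMSO plus EC80 beta-PEA response and 100% = DMSO alone without agonist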
Target sequence (Q96RJ0 whole entry, looked up): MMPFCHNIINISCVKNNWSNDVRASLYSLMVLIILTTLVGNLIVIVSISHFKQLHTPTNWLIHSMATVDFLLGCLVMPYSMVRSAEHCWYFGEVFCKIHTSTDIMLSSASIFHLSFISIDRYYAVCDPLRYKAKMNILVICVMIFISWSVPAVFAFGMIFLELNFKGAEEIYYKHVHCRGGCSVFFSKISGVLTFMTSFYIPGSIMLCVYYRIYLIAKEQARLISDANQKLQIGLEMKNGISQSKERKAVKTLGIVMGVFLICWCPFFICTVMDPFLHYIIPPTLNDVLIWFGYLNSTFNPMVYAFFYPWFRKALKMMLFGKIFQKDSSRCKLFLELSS
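System: RD-HGA16 CHO cells with stable hTAAR1 and Gα16 | Probe or stimulus: EC80 β-phenethylamine stimulus | Dosing: 3 µM, single point | Times: Dye loading 75 min at 37 °C, then 30 min room temperature | Measured by: Fluo-8 calcium-sensitive fluorescence | Read-out basis: % inhibition of agonist calcium response | Replicates: n of 1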
CRFBP-R2 block: antagonists of CRF-binding protein/CRF-R2 receptor complex. inhibition, % at 11.8 µM. HEK293 CRF-R2/CRF-BP, CRF-induced calcium fluorescence. 350,000 tested, 0.59% active;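 active means inhibition of the ligand-induced calcium signal above about 50% at the single tested concentration, limit read from the data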
M5 ag: agonists of human muscarinic M5 receptor (CHRM5); P08912; CHO-K1 hM5 cells, Fluo-8 calcium fluorescence; 0% DMSO wells, 100% maximal acetylcholine response; activation, % at 3 µM; 360,000 tested, 0.19% active; AID 624037;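 active means activation above the run's mean over test compounds plus 3 SD, cut at about 23% in these data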;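 further: signal is peak over basal fluorescence ratio across the kinetic read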
CRFR2-BP ag: CRF-BP/CRF-R2 complex agonism; HEK293 CRF-R2/CRF-BP, calcium dye fluorescence (FLIPR); percent of saturating CRF peptide response; activation, % at 13.2 µM; 350,000 tested, 0.46% active; AID 588473;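 active means activation of at least 50%, plus an integration ratio under a set limit after plate pattern correction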;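 further: plate controls were neutral control wells without compound for no effect and CRF at EC100 for full effect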
CHRM4 PAM: positive allosteric modulators of human muscarinic M4 receptor; P08173; CHO-K1 hM4/Gqi5, Fluo-8 calcium fluorescence, ACh EC20; 0% = ACh EC20, 100% = maximal ACh; activation, % at 3 µM; 360,000 tested, 0.4% active; AID 624126;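 active means activation above its plate's cutoff, the mean activation of sample wells plus 3 SD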; further: some results filed as inactive read as strong as hits
M1 PAM parental: M1 PAM counterscreen hit in parental CHO-K1 cells; 360,000 tested, 0.02% active; activation, % at 3 µM; ATP EC20, Fluo-8 calcium fluorescence; 0% at ATP EC20, 100% at ATP max;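 active means activation above the run cutoff, the mean activation of all test compounds plus 3 SD, cut at about 40% in these data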;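 further: peak over basal fluorescence ratio in a 140 s read after ATP addition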
TAAR1 agonist: agonists of human TAAR1 | CHO RD-HGA16 TAAR1, Fluo-8 calcium fluorescence; vehicle wells 0%, saturating PEA agonist 100% | activation, % at 3 µM | 360,000 tested, 0.99% active | AID 624467;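 active means activation above the mean activation of all test compounds in the run plus 3 SD, cut at about 38% in these data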
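Repeats: no replicates (n 1) | Material: CHO-derived RD-HGA16 cells with stable Gα16 and human TAAR1 | Technique: Kinetic Fluo-8 calcium fluorescence | Schedule: 17-24 h seeding, 75 min 37 °C dye, 30 min RT | Evaluation: % activation from peak over basal fluorescence ratio, DMSO-to-PEA scaled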
M5 PAM: potentiates acetylcholine response at human M5 receptor. activation, % at 3 µM. 360,000 tested, 0.3% active. P08912. AID 624038. CHO-K1 hM5, Fluo-8 calcium, ACh EC20 PAM; 0% = ACh EC20, 100% = ACh EC100;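 active means activation above the run cutoff, the mean activation of all test compounds plus 3 SD, cut at about 18% in these data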
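Assay system: CHO-K1 hM5 cells / Incubation: Fluo-8 loading 80 min at 37 °C plus 30 min room temperature / Technique: Fluo-8 calcium dye fluorescence, kinetic read / Repeats: single replicate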
* hit, by the source's call; . = not tested or not shown.

SMILES | CHRM5 antagonist | TAAR1 antag | CRFBP-R2 block | M5 ag | CRFR2-BP ag | CHRM4 PAM | M1 PAM parental | TAAR1 agonist | M5 PAM
N#CCOC(=O)c1cc(S(=O)(=O)N2CCCCC2)ccc1N1CCOCC1 | 10 | -3 | -6 | 0 | 0.1 | 0 | -11 | 2 | 9
COc1ccc(-c2cc(-c3ccccc3O)[nH]n2)cc1 | 7 | 7 | 6 | -2 | 1.7 | -1 | 7 | 14 | -3
COc1cc(NC(=O)Cn2ncc(Cl)c(Cl)c2=O)c(C)cc1[N+](=O)[O-] | 12 | 5 | 30 | -5 | -2.6 | 4 | 2 | -1 | -5
O=C(COc1ccc(Cl)cc1)Nc1ccccc1C(=O)NCc1ccco1 | -1 | 19 | -12 | 6 | -0.6 | 3 | 13 | 7 | 0
COc1ccccc1C(CNC(=O)c1cc(S(=O)(=O)N2CCOCC2)ccc1C)N1CCCC1 (stereo not drawn) | 8 | 6 | -1 | -8 | -1.0 | 5 | 3 | 0 | 3
O=C(CN1C(=O)C2CC=CCC2C1=O)Nc1ccc(S(=O)(=O)Nc2nccs2)cc1 (stereo not drawn) | 2 | -13 | 1 | -2 | 0.5 | 13 | 14 | 3 | 2
CN(C)CCN1C(=O)c2oc3ccccc3c(=O)c2C1c1cccc(Br)c1 (stereo not drawn) | 1 | 7 | -14 | -4 | -0.3 | 5 | 19 | 11 | -8
COCCn1c(SCC(=O)Nc2cccnc2Cl)nc2ccccc21 | 0 | 2 | -11 | 5 | -0.5 | 5 | 9 | 1 | 5
O=C(O)C1CCC(Cn2c(SCc3cc(=O)n4cc(Br)ccc4n3)nc3ccsc3c2=O)CC1 (stereo not drawn) | -3 | -20 | 0 | -5 | 0.3 | 4 | 19 | -1 | -2
O=C(Nc1ccccc1O)c1cccc(S(=O)(=O)N2CCOCC2)c1 | -14 | -15 | 22 | 2 | 0.3 | 2 | 25 | 3 | 10
Nc1ccccc1C(=O)/C=C/c1ccc2c(c1)OCO2 | 11 | 7 | 24 | -2 | -3.9 | -1 | -1 | 7 | -3
CCOc1cc(CN2CCCCC2)ccc1OC | 2 | -4 | -8 | -1 | 2.1 | 3 | 18 | 6 | -3
Cc1ccccc1C(=O)Oc1ccccc1C(=O)N1CCOCC1 | -3 | -8 | 32 | -1 | -2.2 | -2 | -3 | 1 | -1
CC1(Cc2ccccc2Cl)C(=O)Nc2cc(-c3ccccc3Cl)ccc21 (stereo not drawn) | 5 | 51* | . | 0 | . | 5 | -4 | 2 | -7
CCOC(=O)c1cccc(NC(=O)CSc2nnc(CNc3ccc(C)cc3)n2CC)c1 | -6 | -19 | -46 | 6 | -0.8 | 11 | 13 | 12 | 5
CCCN1CCN(CCCNC(=O)CN2C(=O)c3cccnc3Oc3ccc(Cl)cc32)CC1 | -5 | -10 | -8 | -4 | 2.4 | 4 | 13 | 0 | 3
O=C(Cn1c(=O)sc2ccccc21)N1CCOCC1 | 3 | -9 | 5 | -1 | 0.5 | 9 | 18 | 6 | -2
Fc1ccc(-n2cc(-c3ccccc3)c3c(NN4CCOCC4)ncnc32)cc1 | 7 | 18 | -9 | 3 | -0.1 | -5 | 10 | 8 | -6
CC(C)NC(=O)CCc1nnc(Cc2cccc(C(F)(F)F)c2)o1 | -4 | 10 | -10 | 0 | -0.2 | 2 | 14 | 1 | 2
O=C(COc1ccc(Cl)cc1Cl)NN1C(=O)C2C3C=CC([C@@H]2C1=O)C31CC1 (stereo partly drawn) | 9 | -4 | -8 | -5 | -3.5 | 6 | 11 | 1 | -1
Cc1cc(=O)[nH]c(SCC(=O)NCc2ccco2)n1 | 0 | -2 | -4 | 1 | 1.0 | 15 | 15 | 7 | 0
Cc1ccsc1C(=O)OCC(=O)NCc1ccco1 | 0 | -27 | 7 | 1 | 0.2 | 2 | -4 | 2 | 8
Cc1ccc2c(Cl)c(C(=O)NCC3CCCO3)sc2c1 (stereo not drawn) | 6 | 8 | 9 | -4 | 2.0 | 0 | 19 | 4 | -5
N#CC1=C(N)C(C#N)(C#N)C(c2ccncc2)C2CN(C(=O)OCc3ccccc3)CC=C12 (stereo not drawn) | -3 | -40 | 3 | 3 | 5.8 | 4 | 9 | -2 | 10
O=C(Nc1ccc(F)cc1)NC1CCCCC1 | 1 | -15 | 0 | 1 | -0.2 | -2 | 9 | 8 | -2
Cc1ccc(C)c2[nH]c(=O)c(CN(Cc3ccc4c(c3)OCO4)Cc3nnnn3Cc3ccco3)cc12 | 5 | -13 | 23 | 3 | 4.0 | -11 | 23 | 0 | -8
COc1ccc2oc(=O)c(C(=O)NCc3ccc(F)cc3)cc2c1 | 1 | -19 | 7 | 4 | -2.0 | -4 | 12 | 4 | -5
COC(=O)N/N=C/c1cc(C)n(-c2cccc3ccccc23)c1C | -4 | 4 | 9 | -3 | 1.2 | 5 | 26 | 2 | 3
COC(=O)[C@H](CC(C)C)NC(=O)NC1CCCc2ccccc21 (stereo partly drawn) | 4 | -6 | 3 | -1 | 0.9 | 16 | -2 | 6 | 4
Cc1ccc(C(=O)NCC(=O)N2CCCCCC2)cc1 | -2 | -8 | -1 | 3 | -2.3 | -4 | -5 | -1 | 5

Sorted by value in CRFR2-BP ag (largest number first): three from the list above.
SMILES	CRFR2-BP ag
CCOc1cc(CN2CCCCC2)ccc1OC	2.1
O=C(Cn1c(=O)sc2ccccc21)N1CCOCC1	0.5
Cc1ccc(C(=O)NCC(=O)N2CCCCCC2)cc1	-2.3

Remaining list, next part.
SMILES | CHRM5 antagonist | TAAR1 antag | CRFBP-R2 block | M5 ag | CRFR2-BP ag | CHRM4 PAM | M1 PAM parental | TAAR1 agonist | M5 PAM
CC12CCC(C(=O)Nc3c(Cl)cccc3Cl)(C(Br)C1=O)C2(C)C (stereo not drawn) | -14 | 2 | 20 | -2 | 9.3 | -2 | 16 | 7 | 1
O=C(CSc1nc2cc(C(F)(F)F)ccc2n1Cc1ccccc1)NC1CCS(=O)(=O)C1 (stereo not drawn) | 6 | 4 | 34 | 1 | -0.6 | -3 | 14 | 8 | -1
CCn1c2ccccc2c2cc(NC(=O)c3cccc(OC)c3OC)ccc21 | 6 | 10 | -2 | -3 | 2.6 | -6 | -1 | -1 | -7
FC(F)(F)c1cccc(N2CCN(CC3CC=CCC3)CC2)c1 (stereo not drawn) | 7 | -4 | 5 | -5 | 2.8 | -4 | 12 | 9 | -7
CCN1CCc2c(OCc3ccc(C)cc3)cccc2C1=O | 8 | -8 | -10 | 1 | 1.5 | -1 | 14 | 4 | 0
CC(C)Oc1ccc(CSc2ncn[nH]2)cc1 | 2 | -10 | 2 | -1 | 0.6 | 1 | 7 | 5 | 2
Cc1ccc(NC(=O)CN(C)C(=O)c2ccc(COc3ccccc3)cc2)cc1 | -2 | -10 | 5 | -1 | 0.1 | 2 | -6 | 1 | -4
COC(=O)[C@H](NCc1ccc(OC)c(B(O)O)c1)C(C)C | -3 | -20 | 5 | 0 | -1.3 | 2 | 6 | -1 | 2
C/C(=N\NC(=O)Cc1c(C)[nH][nH]c1=O)c1cccc(Br)c1 | 9 | -6 | -1 | 2 | 1.6 | 15 | 9 | -2 | -1
O=C(CN1C(=O)C(=O)c2ccccc21)OCN1C(=O)c2ccccc2C1=O | 7 | -16 | 18 | -5 | -1.9 | 1 | 1 | 0 | -2
O=C(CSc1nnc2ccc(-c3cccnc3)nn12)Nc1cccc(F)c1 | 2 | -7 | -3 | 2 | -0.1 | 7 | 17 | 5 | 1
Cc1ccc(NCC(=O)c2ccccc2)cc1Cl | 1 | 12 | -2 | -4 | -1.9 | 2 | 1 | 7 | 0
O=C(NCCCn1ccnc1)c1sc2cc([N+](=O)[O-])ccc2c1Cl | 1 | 7 | -6 | 0 | -0.1 | 10 | -2 | 2 | -2
CN1C(C(=O)NCc2cccc(Br)c2)CC2Cn3c(nc4cc(Cl)c(Cl)cc43)C21 (stereo not drawn) | -3 | 15 | 6 | 6 | -0.6 | 3 | -6 | 7 | -6
O=C1CC2(CCN(C(=O)COc3ccc(Cl)cc3)CC2)Oc2ccccc21 | 4 | -8 | -13 | -1 | -1.6 | 7 | 7 | 4 | 1
CCn1c(N2CCC(Cc3ccccc3)CC2)nc2c1c(=O)[nH]c(=O)n2C | 13 | 37 | -23 | -4 | -2.8 | -5 | 22 | 16 | -9
O=C(Nc1ccc2ccccc2c1)c1ccc(Cl)cc1 | -3 | 4 | 11 | 0 | -0.2 | -3 | 2 | 0 | -4
Cc1ccc(-c2c(C)n([O-])c3c([n+]2=O)CCCC3)o1 | -1 | -4 | 3 | 0 | -0.1 | 0 | 12 | 4 | -2
Cc1cccc(C)c1NC(=O)[C@@]1(CC(=O)O)CC(/C=C/c2ccccc2)=NO1 | -4 | -22 | 14 | -4 | 0.6 | 14* | 16 | 2 | 1
O=C(NNC(=S)Nc1ccc(Cl)cc1)c1ccccc1 | -3 | -6 | -11 | 2 | 2.1 | 16 | 4 | 6 | -6
O=C(CN1CCCc2ccccc21)NCc1ccc2c(c1)OCO2 | 3 | -1 | -2 | -7 | 16 | -10 | 15 | 12 | -2
CC(C)(C)OC(=O)N1CCCC(C(=O)Nc2cccc(C(=O)NC3CC3)c2)C1 (stereo not drawn) | 0 | -5 | -4 | 1 | 3.9 | 4 | 8 | 3 | 1
COc1c(Br)cc(Br)cc1C(=O)O | 3 | -5 | 11 | -1 | -2.0 | -2 | 10 | 17 | 0
O=S(=O)(Nc1cccc2ccccc12)c1cccs1 | 2 | -17 | 16 | -5 | -0.4 | 8 | 4 | -4 | -3
CCOc1ccc(C(=O)N2CCN(Cc3ccccc3)CC2)cc1OCC | -3 | -6 | 9 | 4 | -3.9 | 2 | 6 | 3 | 11
Cc1cnc([N+](=O)[O-])n1CCOC(=O)NC(=O)c1ccc(F)cc1 | 4 | -28 | 5 | 3 | 0.3 | 4 | -6 | 5 | -5
O=C(NCc1ccccc1)NC1CC2CCC(C1)N2Cc1ccco1 (stereo not drawn) | -2 | -6 | 1 | -4 | -1.1 | 0 | 20 | 15 | 2

Compound profiles, as listed above:
Entry for CCOc1ccc(C(=O)N2CCN(Cc3ccccc3)CC2)cc1OCC = CHRM5 antagonist: -3; TAAR1 antag: -6; CRFBP-R2 block: 9; M5 ag: 4; CRFR2-BP ag: -3.9; CHRM4 PAM: 2; M1 PAM parental: 6; TAAR1 agonist: 3; M5 PAM: 11
Entry for CCn1c(N2CCC(Cc3ccccc3)CC2)nc2c1c(=O)[nH]c(=O)n2C = CHRM5 antagonist: 13; TAAR1 antag: 37; CRFBP-R2 block: -23; M5 ag: -4; CRFR2-BP ag: -2.8; CHRM4 PAM: -5; M1 PAM parental: 22; TAAR1 agonist: 16; M5 PAM: -9
Entry for O=C(Nc1ccc2ccccc2c1)c1ccc(Cl)cc1 = CHRM5 antagonist: -3; TAAR1 antag: 4; CRFBP-R2 block: 11; M5 ag: 0; CRFR2-BP ag: -0.2; CHRM4 PAM: -3; M1 PAM parental: 2; TAAR1 agonist: 0; M5 PAM: -4
